PTAP TSG101 blk: blocks PTAP/TSG101 interaction to inhibit HIV-1 budding; Fluorescence polarization, FITC-PTAP peptide / Tsg101 binding; Q99816; Potency, µM (titrated, usually from 115 µM), without a hit: top-dose activity change, negative = inhibition, most hits filed as inhibitors; AID 493005; 340,000 tested, under 10 active; active means well fitted inhibition curve with a large enough effect in the main read-out, with a control signal flat, not every such curve was filed as active; inconclusive means small, poorly fitted or top-dose-only effect, or effect the other way, or a change in a side signal; inactive means no such curve, though single readings can be large or run the other way; further: potency means the concentration at half of the fitted maximal effect; % of control where 0% means no effect
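Compounds were pin-transferred onto Tsg101 binding domain (10 uM final) in HEPES pH 7.5 buffer, then FITC-PTAP peptide was added at 50 nM final. After 20 min at RT, polarization reported peptide displacement across a qHTS concentration series.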
Menin MLL FP TR: inhibitors of human menin-MLL interaction, mutant MLL peptide; Menin + Texas Red MLL mutant peptide, fluorescence polarization; Potency, µM (series often up to 61.6 µM), inactives show at the highest dose FP activity change, negative = inhibition, usual class: inhibitors; O00255; 270,000 tested, 0.23% active; active means well fitted inhibition curve with a large enough effect in the polarisation, with a control signal flat, not every such curve was filed as active; inconclusive means small, poorly fitted or top-dose-only effect, or effect the other way, or a change in a side signal; inactive means no such curve, though single readings can be large or run the other way; the % refers to the polarisation; further: potency means the concentration at half of the fitted maximal effect; % of control where 0% means no effect; many of its hits are not listed in these tables
CXXC DNA block: blocks binding of human MLL CXXC domain to DNA; MLL-CXXC / FITC-HOXA9 DNA fluorescence polarization; AID 2662; 290,000 tested, 0.037% active; Potency, µM (titrated, usually from 115 µM), for inactives: at the highest dose activity change, negative = inhibition, hits mostly inhibitors; active means well fitted inhibition curve with a large enough effect in the polarisation, with a control signal flat, not every such curve was filed as active; inconclusive means small, poorly fitted or top-dose-only effect, or effect the other way, or a change in a side signal; inactive means no such curve, though single readings can be large or run the other way; the % refers to the polarisation; further: potency means the concentration at half of the fitted maximal effect
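Fluorescence polarization: 7 uM MLL-CXXC (stock) preincubated 5 min with compounds, then 50 nM fluorescein-HOX-A9 DNA (stock) added; 30 min ambient. Buffer 50 mM Tris-HCl pH 7.5, 50 mM NaCl, 1 mM DTT, 0.05% BSA.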
TCR activator: activates T cell receptor signaling; 330,000 tested, under 10 active; primary human leukocytes, anti-CD3, IL-2 HTRF, 48 h; Potency, µM (highest dose often 9.22 µM), for inactives: at the top dose activation of IL-2 secretion, most hits filed as activators; AID 504894; further: % of control where 0% means no effect
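Activity was scored as IL-2 release from primary human leukocytes given only a TCR signal (a-CD3 beads) plus compound for 48 hr. Detection used a two-antibody HTRF format read at 665nm.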
MBNL1 CUG block: inhibitors of human MBNL1 binding to CUG repeat RNA; Q9NR56; TR-FRET MBNL1-His/biotin-(CUG)12 binding, 665/545 ratio; Potency, µM (doses to about 57.5 µM), inactives show at the top dose activity change, negative = inhibition, usual class: inhibitors; 280,000 tested, 0.036% active; AID 2675; active means well fitted inhibition curve with a large enough effect in the signal ratio, with a control signal flat, not every such curve was filed as active; inconclusive means small, poorly fitted or top-dose-only effect, or effect the other way, or a change in a side signal; inactive means no such curve, though single readings can be large or run the other way; the % refers to the signal ratio; further: potency means the concentration at half of the fitted maximal effect; on the % scale 0 is the no-effect control and ±100 the full control effect
Target sequence (Q9NR56 whole entry, looked up): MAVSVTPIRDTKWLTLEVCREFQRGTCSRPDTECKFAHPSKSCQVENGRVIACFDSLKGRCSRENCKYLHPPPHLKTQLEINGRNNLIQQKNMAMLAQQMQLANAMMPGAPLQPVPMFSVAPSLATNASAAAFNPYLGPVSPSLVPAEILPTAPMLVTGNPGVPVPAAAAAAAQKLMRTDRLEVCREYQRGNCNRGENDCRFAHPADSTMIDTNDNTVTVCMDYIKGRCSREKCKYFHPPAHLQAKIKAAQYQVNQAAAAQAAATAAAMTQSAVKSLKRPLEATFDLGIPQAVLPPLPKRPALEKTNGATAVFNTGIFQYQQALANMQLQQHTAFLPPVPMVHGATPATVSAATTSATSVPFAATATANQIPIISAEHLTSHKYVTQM
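TR-FRET readout: Ex 340 nm, 665/545 nm emission ratio, normalized to buffer-only (basal) and MBNL1-(CUG)12 controls. Complex of MBNL1-His with Biotin-(CUG)12, compounds 92 nM–58 uM, incubated 60 min at room temperature.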
ASM inhibitor: inhibitors of human secretory acid sphingomyelinase. P17405. placental ASM, HMU-PC fluorogenic substrate, 60 min. Potency, µM (top dose mostly 57.5 µM), without a hit: at the highest dose activity change, negative = inhibition, hits mostly inhibitors. 340,000 tested, 0.006% active; further: potency means the concentration at half of the fitted maximal effect
Target sequence (P17405 47-631 limits assumed): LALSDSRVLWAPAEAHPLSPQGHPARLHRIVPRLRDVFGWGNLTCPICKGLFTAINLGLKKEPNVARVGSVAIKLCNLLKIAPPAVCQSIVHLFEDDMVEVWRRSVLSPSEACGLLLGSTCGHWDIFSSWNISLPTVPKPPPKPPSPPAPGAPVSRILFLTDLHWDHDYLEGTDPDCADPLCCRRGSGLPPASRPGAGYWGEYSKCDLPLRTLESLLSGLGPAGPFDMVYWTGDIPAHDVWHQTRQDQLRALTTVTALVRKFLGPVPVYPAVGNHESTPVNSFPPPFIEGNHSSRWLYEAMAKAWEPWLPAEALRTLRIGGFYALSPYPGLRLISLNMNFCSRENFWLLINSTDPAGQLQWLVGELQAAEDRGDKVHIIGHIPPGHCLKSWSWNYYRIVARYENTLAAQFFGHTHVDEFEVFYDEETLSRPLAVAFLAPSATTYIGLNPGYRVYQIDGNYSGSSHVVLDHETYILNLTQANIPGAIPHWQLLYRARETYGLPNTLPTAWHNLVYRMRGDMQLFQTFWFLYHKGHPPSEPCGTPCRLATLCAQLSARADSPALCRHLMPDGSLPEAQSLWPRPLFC
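Fluorogenic HMU-PC substrate (9 uM final) is turned over by placental ASM in 60 min at 37 C after a 10 min compound preincubation. Reaction ended by alkaline stop (pH 10), with fluorescence read at 386/447 nm.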
AT treatment: candidate therapy for ataxia-telangiectasia | […] A-T fibroblasts, KAP-1 phosphorylation AlphaLISA; neocarzinostatin DNA damage 30 min before lysis | Potency, µM (highest dose often 57.5 µM), for the others: at the highest dose activation, actives largely listed as activators | 320,000 tested, 0.19% active | AID 485349; further: potency means the concentration at half of the fitted maximal effect; % of control where 0% means no effect; nearly all actives have a fitted effect of over 45% in size
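ATM-like activity read as KAP-1 phosphorylation via AlphaLISA donor/acceptor antibody pairs after lysis and 6 hr at 25C. Cells were ATM-null patient fibroblasts ([…], hTERT), dosed 60 min, then exposed to the DSB inducer NCS for 30 min.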
TSHR antag: human thyrotropin receptor antagonism; P16473; TSHR-expressing cells, TSH-stimulated cAMP HTRF, 2 h; active compounds read low; activity change, negative = inhibition, % at 11.5 µM; 330,000 tested, 0.2% active;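 active means activity change below a set negative limit, meaning inhibition stronger than a set level, cut at about -70% in these data; inconclusive means activity change between two set negative limits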; further: on the % scale 0 is the no-effect control and ±100 the full control effect
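TSHR-expressing cells were treated with compounds, then stimulated with TSH at EC80 (4nM final) for 2 hours at 37 deg C. Cellular cAMP was measured by HTRF competition between lysate cAMP and cAMP-d2 for a cryptate-labelled anti-cAMP antibody.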
a7 integrin act: activates integrin-mediated alleviation for muscular dystrophy; alpha7betagal myoblasts, beta-gal FDG fluorescence, 48 h; Potency, µM (titrated, usually from 38.3 µM), without a hit: top-dose activation, hits mostly activators; 350,000 tested, 0.064% active; AID 624291;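 further: potency means the concentration at half of the fitted maximal effect; 100% = response of the positive control SU9516; nearly all actives have a fitted effect of over 60% in size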
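alpha7betagal+/- myoblasts (passage 13, 250/well) treated 48 h at 37C with compounds at 1:260 dilution of DMSO stock. Lysed, then beta-galactosidase activity read as FDG fluorescence (ex 480/em 540) after 30 min, with pre-read for autofluorescence.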
Mito fusion yeast: mitochondrial division inhibition or fusion activation; S. cerevisiae fusion-defective mutant growth rescue, CellTiterGlo 48 h; Potency, µM (top dose mostly 46.1 µM), without a hit: at the top dose growth rescue (activation), usual class: activators; 320,000 tested, 0.23% active; AID 485298;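 further: potency means the concentration at half of the fitted maximal effect; % of control where 0% means no effect; nearly all actives have a fitted effect of over 45% in size; temperature-sensitive fusion mutants such as fzo1-1 at 37 °C on non-fermentable ethanol glycerol medium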
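Read-out: ATP-based luminescence (CellTiterGlo, 10 min ambient) reporting growth of fusion-defective ts yeast after 48 hours at 37C on glycerol/ethanol YPEG medium in the presence of compound.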
The depositor's hits bear a star; ? = inconclusive; . = no result given; [ ] = dose if it differs, or a comment. Unless noted, the call rests on the fitted dose curve; in most records, active means well fitted curve in the direction sought with a large enough effect; inconclusive means small, poorly fitted or top-dose-only effect, or another doubt; inactive means no such curve, though single readings can be large; an effect the other way counts as inactive or inconclusive. An excerpt (hit frequency here may not be typical).

SMILES | PTAP TSG101 blk | Menin MLL FP TR | CXXC DNA block | TCR activator | MBNL1 CUG block | ASM inhibitor | AT treatment | TSHR antag | a7 integrin act | Mito fusion yeast
Cc1cnc(C(=O)OCC(=O)N2C(C)CCCC2C)cn1 (stereo not drawn) | -1% | . | . | . | . | 3% | 8% | . | 23% | .
O=C(CSc1nnc(-c2ccccc2Br)o1)Nc1cccc2ccccc12 | -4% | 2% | 3% | . | ? | -21% | -5% | -3 | 4% | 2%
Cc1ccccc1C(=O)NC(=S)Nc1ccccc1C(=O)O | -4% | 2% | 9% | -5% | -2% | 3% | -5% | -5 | 3% | 12%
Cc1cc(=O)oc2cc(OCC(=O)NC3CC(C)(C)NC(C)(C)C3)ccc12 | 0% | 4% | -5% | 7% | -2% | 2% | 0% | 6 | -19% | -5%
CC(C)Sc1nc2c(c(=O)n(C)c(=O)n2C)n1Cc1ccc(Cl)cc1 | -1% | 23% | -4% | 3% | 3% | ? | 7% | 14 | 11% | 14%
CCOc1ccc(OCC)c(NC(=O)CSc2nnc(-c3cccnc3)o2)c1 | -2% | -7% | -5% | 3% | -4% | 0% | 2% | 13 | 11% | 0%
O=S(=O)(c1ccccc1)N1CCC2(CC1)OCCO2 | 0% | -1% | 1% | -7% | -5% | 8% | 0% | 3 | 18% | 4%
O=C(Cc1cccc([N+](=O)[O-])c1)Nc1ccc(C(=O)N2CCOCC2)cc1 | -1% | . | . | -4% | . | 0% | 6% | -3 | 20% | .
OC(CNCCNc1ncccc1C(F)(F)F)Cn1ccc2ccccc21 (stereo not drawn) | -6% | . | -5% | -4% | -2% | -1% | 15% | 15 | -50%[inhibitor] | 3%
Cc1ccc(C)c(Cn2cnc3c(oc4ccccc43)c2=O)c1 | 1% | -1% | 5% | -2% | -14% | 0% | 4% | -6 | 2% | 1%
COc1ccc(NC(=O)COC(=O)CNC(=O)c2cccs2)cc1Cl | -4% | . | . | 5% | . | -3% | -3% | -7 | 12% | -2%
CC1(C)CC(=O)C2=C(C1)Nc1ccccc1N(C(=O)C1CC1)C2c1ccco1 (stereo not drawn) | -8% | 1% | 5% | 0% | -10% | 5% | -1% | 12 | -37% | -11%
CCOc1ccccc1C1CC(=O)NC2=C1C(=O)CC(C)(C)C2 (stereo not drawn) | -5% | 4% | -1% | 2% | 0% | -2% | -3% | 29 | 0% | 3%
CC1Sc2ccc(S(=O)(=O)N3CCC(C(=O)Nc4ccc(Cl)cc4)CC3)cc2NC1=O (stereo not drawn) | 19% | . | 37%[activator] | 2% | 4% | ? | 6% | -39 | -49%[inhibitor] | -2%
COc1ccc(CCNC(=O)c2cc3ccccc3oc2=O)cc1 | -4% | -10% | -5% | . | 10% | 6% | -2% | 5 | 5% | -3%
N#Cc1ccccc1NC(=S)Nc1ccc(F)cc1 | -2% | 8% | 4% | 8% | -1% | -2% | 4%[11.5 µM] | -4 | 7% | -4%
CN(C)c1cc(NC(=O)CN2CCCC2)c2ccccc2n1 | 0% | . | 1% | 1% | . | 318%[activator] | -1% | 0 | -5% | -3%
O=C(CN1C(=O)C2C3C=CC(C3)C2C1=O)NCc1ccco1 (stereo not drawn) | -3% | -16% | -3% | -6%[46.1 µM] | -16% | 0% | 1% | 12 | 5% | 5%
Cc1ccc(C2CC(c3cccs3)=NN2C(=O)c2ccc(Br)o2)cc1 (stereo not drawn) | 0% | 2% | -26% | 5% | 40%[activator] | -7% | . | 21 | 24% | 2.8µM*
CN1C(=S)SC(N(O)C(=O)Nc2cccc3ccccc23)C1(C)C (stereo not drawn) | 0% | -5% | 4% | 6% | 17% | -1% | 1% | -5 | 7% | 1%
CCOc1ccc(C2C=C(c3ccc(F)cc3)Nc3ncnn32)cc1 (stereo not drawn) | -3% | 0% | 29% | 1% | ? | 72%[activator] | -2% | -11 | -8% | 14%
Cc1ccc(C(=O)N/C(=C\c2ccco2)C(=O)NCCCn2ccnc2)cc1 | 1% | -16% | 3% | -3% | . | 3% | 0% | 4 | -13% | -5%
O=C(O)C1CC2CCC1CC2 (stereo not drawn) | 1% | . | . | 3% | . | -3% | . | . | ? | .
O=C1COc2ccc(C(=O)c3ccccc3)cc2CN1 | -3% | -9% | 0% | . | 0% | 3% | 4% | -6 | -19% | 0%
CCOc1ccccc1NC1c2ccccc2C(=O)N1c1ccc(C)cn1 (stereo not drawn) | -1% | -7% | -1% | 4% | -14% | -1% | -3% | -6 | 22% | 2%

In a second layout: entries from further up
Second line of a record – PTAP TSG101 blk | Menin MLL FP TR | CXXC DNA block | TCR activator | MBNL1 CUG block | ASM inhibitor | AT treatment | TSHR antag | a7 integrin act | Mito fusion yeast
COc1ccc(CCNC(=O)c2cc3ccccc3oc2=O)cc1
→ -4% | -10% | -5% | . | 10% | 6% | -2% | 5 | 5% | -3%
N#Cc1ccccc1NC(=S)Nc1ccc(F)cc1
→ -2% | 8% | 4% | 8% | -1% | -2% | 4%[11.5 µM] | -4 | 7% | -4%
CN(C)c1cc(NC(=O)CN2CCCC2)c2ccccc2n1
→ 0% | . | 1% | 1% | . | 318%[activator] | -1% | 0 | -5% | -3%
O=C(CN1C(=O)C2C3C=CC(C3)C2C1=O)NCc1ccco1 (stereo not drawn)
→ -3% | -16% | -3% | -6%[46.1 µM] | -16% | 0% | 1% | 12 | 5% | 5%
Cc1ccc(C2CC(c3cccs3)=NN2C(=O)c2ccc(Br)o2)cc1 (stereo not drawn)
→ 0% | 2% | -26% | 5% | 40%[activator] | -7% | . | 21 | 24% | 2.8µM*

(cont.)
SMILES | PTAP TSG101 blk | Menin MLL FP TR | CXXC DNA block | TCR activator | MBNL1 CUG block | ASM inhibitor | AT treatment | TSHR antag | a7 integrin act | Mito fusion yeast
O=C(NCCCn1ccnc1)c1cc2cc([N+](=O)[O-])ccc2oc1=O | -3% | 8% | -5% | -2%[46.1 µM] | . | -2% | -6% | -1 | 10% | 1%
CN(C)CCSc1nc(O)c(-c2ccccc2)c(=O)n1-c1ccccc1 | -3% | . | -7% | 2% | -5% | 2% | 42% | 11 | 17% | -3%
Cc1ccc(C)c(NC(=O)c2cc(S(=O)(=O)N3CCCCC3)ccc2N2CCOCC2)c1 | 0% | . | . | -4% | . | -4% | -2% | 18 | 33% | 5%
O=C1c2ccccc2C(Nc2cccnc2)N1Cc1ccc2c(c1)OCO2 (stereo not drawn) | -2% | -20% | 11% | -1%[46.1 µM] | -1% | 8% | 12% | -7 | -7% | -5%
Cc1[nH]n(-c2ccccc2)c(=O)c1/C=N/N1CCOCC1 | -3% | . | -3% | -2% | -7% | 0% | -7% | -1 | -15% | -1%
CN(C)C(CNC(=O)c1ccc(NS(=O)(=O)c2ccc(F)cc2)cc1)c1ccco1 (stereo not drawn) | -5% | . | . | -5% | . | -2% | -13% | -1 | 19% | -1%
Cc1cccc(-c2nc(CS(=O)CC(=O)NCCc3ccccc3)c(C)o2)c1 (stereo not drawn) | -3% | -13% | 0% | 3% | 0% | -1% | 4% | 6 | -18% | 13%
CCn1cc(C(=O)O)c(=O)c2cnc(N3CCN(C(=S)Nc4ccccc4)CC3)nc21 | -2% | . | -7% | -1% | -12% | -5% | 8% | 16 | -5% | -5%
CC(=O)Nc1ccc(NC(=O)COC(=O)c2c(C)nn(-c3ccccc3)c2C)cc1 | 1% | 5% | 2% | -2%[46.1 µM] | . | 0% | -3% | -11 | -39% | -5%
O=C(NNC(=S)Nc1ccc(Cl)c(Cl)c1)c1ccccn1 | 0% | ? | 0% | -6% | 42%[activator] | -2% | -12% | 7 | 24% | 19%
CCNC(=S)/N=C(/Nc1ccc(OC)cc1)Nc1nc(C)cc(C)n1 | 0% | . | 1% | 4% | -9% | -4% | 6% | 0 | 16% | -2%
O=C(COC(=O)/C=C/c1ccco1)Nc1cccc([N+](=O)[O-])c1 | -1% | 12% | -2% | 3%[46.1 µM] | -2% | 3% | -12% | 7 | 29% | 0%
Cc1nc2sc(C(c3cccs3)N3CC(C)CC(C)C3)c(O)n2n1 (stereo not drawn) | -4% | -2% | -6% | 1%[46.1 µM] | ? | -1% | 19% | 135 | -18% | 1%
COC(=O)CC1COc2ccccc2N1C(=O)c1ccc(Br)cc1 (stereo not drawn) | -1% | -20% | 5% | 3% | -3% | -5% | 6% | -4 | -24% | -14%
